Screens as filed in PubChem.
GLS inhibitor – inhibitors of human glutaminase (GLS); 0.21% of 410,000 active; GLS enzymatic activity, qHTS titration; O94925; Potency, µM (top dose mostly 45.5 µM), without a hit: at the highest dose activity change, negative = inhibition, most hits filed as inhibitors; further: potency means the concentration at half of the fitted maximal effect; on the % scale 0 is the no-effect control and ±100 the full control effect
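Assay buffer: 45 mM KH2PO4 pH 8.2, 0.02% Tween-20. hKGA acts on L-glutamine (1 mM solution added); product glutamate is reported by an oxidase/peroxidase Amplex Red coupling, with fluorescence taken at baseline and 30 min.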
JMJD2A Tudor – blocks the human JMJD2A Tudor domain. O75164. AlphaScreen JMJD2A-Tudor / H3K4me3 peptide binding. 4.4% of 390,000 active. Potency, µM (titrated, usually from 114 µM), for inactives: top-dose activity change, negative = inhibition, actives largely listed as inhibitors; further: potency means the concentration at half of the fitted maximal effect; on the % scale 0 is the no-effect control and ±100 the full control effect; nearly all actives have a fitted effect of over 50% in size
G9a block – G9a (human) methyltransferase inhibition. G9a H3K9 monomethylation, AlphaScreen, 2 h. 8.8% of 350,000 active. Q96KQ7. Potency, µM (doses to about 102 µM), for inactives: at the top dose activity, negative = inhibition, most hits filed as inhibitors; further: potency means the concentration at half of the fitted maximal effect; on the % scale 0 is the no-effect control and ±100 the full control effect; nearly all actives have a fitted effect of over 75% in size
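Methyltransferase reactions run at room temperature for 2 h (20 nM enzyme, 500 nM biotin-H3K9 peptide, 20 uM SAM) after a 15 min compound preincubation; product detected by AlphaScreen beads and anti-H3K9me1 antibody.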
PI4K2A block – PI4K2A (human) kinase inhibition; purified PI4K2A, ADP-Glo luminescence, 1 h; hits give low values; activity change, negative = inhibition, % at 76.9 µM; 0.13% of 420,000 active; AID 1346378; in the data active means activity change below about -50%; inconclusive means mostly about -30% to -49%;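 further: -100% = wells without enzyme as full effect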
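PI4K2A activity was measured by ADP-Glo luminescence: enzyme (4 ug/mL stock) and phosphatidylinositol (1.2 mM stock) in Tris pH 7.5/MgCl2/EGTA/Triton X-100 buffer were reacted with ATP (300 microM stock) for one hour at ambient temperature.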
BAZ2B inh – blocks human BAZ2B; Q9UIF8; AlphaScreen BAZ2B-H3K14Ac peptide displacement; Potency, µM (top dose mostly 114 µM), for inactives: at the top dose activity change, negative = inhibition, actives largely listed as inhibitors; 4.4% of 360,000 active; further: potency means the concentration at half of the fitted maximal effect; on the % scale 0 is the no-effect control and ±100 the full control effect; nearly all actives have a fitted effect of over 60% in size
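Inhibition is scored as reduced AlphaScreen emission. The BAZ2B/b-H3(5-23)K14Ac complex (50 nM each) in PBS pH 7.4, 0.01% Tween-20 meets compound (up to 110 uM) for 30 min at RT before bead addition.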
12-LOX inh – ALOX12 (human) lipoxygenase inhibition; P18054; purified 12hLO, xylenol orange hydroperoxide absorbance; Potency, µM (titrated, usually from 108 µM), for inactives: at the top dose activity change, negative = inhibition, usual class: inhibitors; 1.1% of 580,000 active; AID 1671190; further: potency means the concentration at half of the fitted maximal effect; on the % scale 0 is the no-effect control and ±100 the full control effect
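Purified human 12hLO (150 nM final) in 25 mM Hepes, 0.01% Triton X-100, pH 7.0 was preincubated 15 min at room temperature with compound. Then 40 uM arachidonic acid was added, 30 min. Hydroperoxide was read by Fe-XO absorbance ratio 573/405 nm.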
HP1b binding inh – inhibitors of HP1-beta chromodomain binding to methylated histone tails; P83916; AlphaScreen HP1-beta / biotin-H3K9me3 peptide binding; Potency, µM (highest dose often 114 µM), for inactives: at the highest dose activity change, negative = inhibition, usual class: inhibitors; 0.56% of 390,000 active; AID 540317; further: potency means the concentration at half of the fitted maximal effect; nearly all actives have a fitted effect of over 70% in size; inactives centre near 23
Target sequence (P83916 whole entry, looked up): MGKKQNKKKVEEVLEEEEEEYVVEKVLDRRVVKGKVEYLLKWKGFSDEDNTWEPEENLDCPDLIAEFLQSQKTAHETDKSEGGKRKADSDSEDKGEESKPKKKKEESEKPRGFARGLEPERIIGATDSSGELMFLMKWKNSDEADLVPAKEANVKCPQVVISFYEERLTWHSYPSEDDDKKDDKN
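Compound inhibition of the preformed complex between 50 nM HP1-beta and 50 nM biotinylated H3K9me3 peptide was read by AlphaScreen. Buffer was PBS pH 7.4 with 0.01% Tween-20. Incubations ran 30 min at room temperature, with 10 ug/mL donor/acceptor beads.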
ERG-DNA inh – inhibitors of human ERG Ets domain-DNA interaction. AID 624246. 0.028% of 370,000 active. Potency, µM (highest dose often 76.9 µM), for inactives: at the highest dose FP activity, negative = inhibition, most hits filed as inhibitors. P11308. fluorescence polarization, His-ERG Ets domain / labelled DNA; active means well fitted inhibition curve with a large enough effect in the polarisation, with a control signal flat; inconclusive means small, poorly fitted or top-dose-only effect, or effect the other way, or a change in a side signal; inactive means no such curve, though single readings can be large or run the other way; the % refers to the polarisation;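 further: polarization taken with two DNA probes labelled with fluorescein and Texas red; potency means the concentration at half of the fitted maximal effect; % of control where 0% means no effect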
Target sequence (P11308 whole entry, looked up, the tested form may be a part): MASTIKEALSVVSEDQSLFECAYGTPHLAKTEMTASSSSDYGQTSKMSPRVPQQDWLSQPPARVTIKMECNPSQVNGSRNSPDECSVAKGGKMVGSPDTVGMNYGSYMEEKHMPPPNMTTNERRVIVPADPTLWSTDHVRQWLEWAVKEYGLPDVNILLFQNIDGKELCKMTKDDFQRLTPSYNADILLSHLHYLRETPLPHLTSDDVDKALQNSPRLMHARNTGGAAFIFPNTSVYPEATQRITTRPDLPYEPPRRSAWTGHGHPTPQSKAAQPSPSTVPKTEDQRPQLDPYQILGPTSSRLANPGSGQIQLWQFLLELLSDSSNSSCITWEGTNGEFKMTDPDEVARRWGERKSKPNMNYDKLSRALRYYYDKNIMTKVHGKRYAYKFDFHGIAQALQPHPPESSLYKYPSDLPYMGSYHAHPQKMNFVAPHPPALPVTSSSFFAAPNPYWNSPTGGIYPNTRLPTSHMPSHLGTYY
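His-tagged ERG Ets domain (1 uM in the protein solution; 300mM KCl, 50mM Tris-HCl, 1mM EDTA, 1mM DTT, pH 7.5) received compound, then a probe mix of 5 nM fluorescein-DNA and 100nM Texas-615-DNA. Fluorescence polarization was read for both dyes.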
RGS4 inhibitor – inhibitors of human regulator of G protein signaling 4. Transcreener GDP fluorescence polarization, RGS4-accelerated GTP hydrolysis. 0.039% of 390,000 active. Potency, µM (highest dose often 114 µM), without a hit: top-dose activity change, negative = inhibition, usual class: inhibitors. P49798; further: potency means the concentration at half of the fitted maximal effect; on the % scale 0 is the no-effect control and ±100 the full control effect; nearly all actives have a fitted effect of over 75% in size; some results filed as inactive show a strong effect at the top dose
Target sequence (P49798 whole entry, looked up): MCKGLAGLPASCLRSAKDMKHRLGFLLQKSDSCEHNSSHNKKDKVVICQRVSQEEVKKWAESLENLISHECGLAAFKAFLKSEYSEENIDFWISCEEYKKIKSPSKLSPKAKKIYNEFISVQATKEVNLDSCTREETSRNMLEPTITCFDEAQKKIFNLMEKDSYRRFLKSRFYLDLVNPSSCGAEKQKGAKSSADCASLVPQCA
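MLSMR compounds (23 nl, pin-transferred) preincubated 10 min at room temperature with a 500nM (2x) first reagent, then RGS4 at 900nM (2x) plus Transcreener GDP mix added; fluorescence polarization (620/688 nm) read before and after 90 min at 30 °C.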
The depositor's hits bear a star; ? = inconclusive; . = no result given; & = joins results of further samples; [ ] = another dose, or the depositor's remark. Unless noted, the call rests on the fitted dose curve; in most records, active means well fitted curve in the direction sought with a large enough effect; inconclusive means small, poorly fitted or top-dose-only effect, or another doubt; inactive means no such curve, though single readings can be large; an effect the other way counts as inactive or inconclusive. Only part of the results is shown; count on the stated rates, not on these rows.

entry	smiles	GLS inhibitor	JMJD2A Tudor	G9a block	PI4K2A block	BAZ2B inh	12-LOX inh	HP1b binding inh	ERG-DNA inh	RGS4 inhibitor
1	O=C(NCC(=O)N1CCN(Cc2ccccc2)CC1)c1cccs1	3%	-2%	.	1	.	-18%	27%	4%	24%
2	Nc1nc(Nc2cccc(Cl)c2)sc1C(=O)c1ccc(F)cc1	2%	?	-8%[59 µM]	-6	-18%	12%&3%	18%	9%	-11%
3	N#C/C(=C\Nc1ccc(Cl)cc1)S(=O)(=O)c1ccccn1	13%	-8%	6%	2	3%	2%	0%	0%	10%
4	COCCNC(=O)c1c(C)oc2nc(C)nc(N3CCOCC3)c12	-5%	-15%	-3%[59 µM]	6	12%[57.1 µM]	-11%	12%	2%	1%
5	CN(Cc1c(F)cccc1Cl)C(=O)CNC(=O)c1sc2ccccc2c1Cl	-17%	-5%	11%[59 µM]	3	11%	?	27%	-2%	15%
6	COc1cccc2c(C)c(C(=O)O)[nH]c12	?	?	?	-8	?	?	-2%	-3%	22%
7	O=C(O)c1ccc(S(=O)(=O)N2CCCC2)cc1	2%	4%	-2%	1	-7%	?	49%[activator]	8%	-10%
8	CC(C)N=C(NC#N)SCc1ccc(Br)cc1	-7%	3%	-5%	-6	0%[57.1 µM]	0%	28%	-2%	-11%
9	CC1(C)SC[C@H](C(=O)Nc2cccc(Cl)c2)N1C=O	5%	-3%	9%	-2	-8%	119%[activator]	22%	6%	14%
10	C=CCOc1ccc(/C=N/NC(=O)c2cc3c(OC)cc(OC)cc3[nH]2)cc1	9%	-21%	11%	0	-20%	10%	13%	0%	-14%
11	Cc1ccc(S(=O)(=O)N(C)c2ccc(OCC(=O)Nc3ccc(C(=O)N(C)C)cc3)cc2)cc1C	1%	-11%	-18%[59 µM]	-7	1%	0%	24%	2%	-13%
12	COc1cc(C=O)c(Br)cc1OCC(=O)NCc1ccccc1	18%	-3%	-3%	4	-3%	-7%	20%	-5%	-12%
13	COCC1CCCCC1OS(N)(=O)=O (stereo unspecified)	3%	-16%	14%	-1	-23%	6%	32%	1%	-3%
14	CCP(=O)(CC)C(C)(C)CP(=O)(c1ccccc1)c1ccccc1	-4%	-11%	2%[59 µM]	-3	-4%	-3%	16%	-13%	7%
15	CCN(CC)c1ccc(NC(=O)c2nc3nc(C)cc(C(F)F)n3n2)cc1	31%	?	?	-3	?	44%	-10%	2%	2%
16	COC(=O)c1ccc(OC)c(-c2c(OC)cc(OC)cc2OC)c1	-6%	-4%	2%	1	1%	-7%	53%[activator]	-7%	-15%
17	O=C(CN1C(=O)c2ccccc2C1=O)NCCc1c[nH]c2ccc(Cl)cc12	2%	-6%	-4%[59 µM]	0	?	-20%	34%	8%	-15%
18	COc1ccc(OC)c(C(C)NC(C)=O)c1 (stereo unspecified)	1%	-11%	30%	3	-4%	-29%	27%	4%	23%
19	CCCNC(=O)C(=O)N/N=C/c1cccs1	-5%	-3%	13%	4	7%	6%	22%	4%	-36%
20	CC(=O)N1N=C(c2cccc([N+](=O)[O-])c2)OC1c1ccc(Br)cc1 (stereo unspecified)	1%	?	45µM*	4	?	15%	-11%	-1%	-5%
21	COc1cccc(C2Nc3ccc4ccccc4c3C3=C2C(=O)CCC3)c1O (stereo unspecified)	-21%	-8%	-18%	1	3%	2%	13%	0%	-26%
22	CCOc1ccc(/C(C)=N\NC(=O)Cc2ccccc2)cc1	-2%	-16%	18%[59 µM]	2	6%[0.457 µM]	1%	29%	3%	-10%
23	COc1ccccc1Cn1c(=S)[nH]c2cc(C(=O)NCCN3CCOCC3)ccc2c1=O	?	-7%	?	4	-7%	12%	28%	4%	1%
24	CCOc1ccccc1NC1=C(Cl)C(=O)N(c2ccc(OC)cc2)C1=O	10%	?	?	-4	?	-1%	-5%	12%	-9%
25	CCOC(=O)N1CCN(C(=O)c2cccc(OC)c2O)CC1	.	21%	9%	-3	?	-13%	22%	0%	-8%
26	COc1ccc(-c2nnc3ccc(SCC(=O)NCc4ccco4)nn23)cc1	-2%	-18%	?	-5	?	?	8%	3%	-13%
27	N#CCc1c(C#N)c(N)nc(N2CCOCC2)c1C#N	14%	-16%	.	-1	.	4%	26%	11%	?
28	COc1ccccc1CNC(=O)c1ccc2c(c1)N(Cc1cccc(Cl)c1)C(=O)c1ccccc1S2(=O)=O	-10%	-8%	-6%[59 µM]	-2	0%	-13%	13%	-4%	17%
29	Cc1ccc(-c2c(C#N)c(N)nc3c2CCCCC3)cc1	-3%	-10%	14%	8	6%	8%	39%	-4%	-2%
30	CCCOc1ccc(C(=O)N(Cc2ccc(Cl)cc2)Cc2ccco2)cc1	7%	21%	12%[59 µM]	-1	18%	?	52%[activator]	-2%	12%
31	Cc1cccc(OCC(=O)NCC(=O)N/N=C/c2ccc(N(C)C)cc2)c1	4%	-14%	35%	2	-21%	206%[activator]	23%	-12%	-27%
32	COc1ccc(-n2cc(-c3ccccc3)c3c(NCCOCCO)ncnc32)cc1	-6%	-28%	?	-1	-31%	-2%	8%	-1%	0%
33	O=C(NNC(=O)c1ccccc1-c1ccccc1C(=O)O)c1cccc([N+](=O)[O-])c1	-2%	-9%	5%[59 µM]	-2	-18%	-14%	31%[activator]	-9%	-33%
34	COc1cc2c(cc1NC(=O)CSc1nc3ccccc3[nH]1)oc1ccccc12	0%	?	-28%	-2	12%	?	-17%	0%	-8%
35	Cc1c(Cc2ccccc2)c(=O)oc2cc(OC(C)C(=O)NCC3CCC(C(=O)O)CC3)c(Cl)cc12 (stereo unspecified)	-1%	-8%	-8%	0	-21%	29%	49%[activator]	-10%	-28%
36	CCN(CC(=O)Nc1c(F)cccc1F)C(=O)c1cc([N+](=O)[O-])ccc1N1CCOCC1	-1%	-8%	-45%	0	2%	-23%	18%	12%	-3%
37	CN(C)c1ccc(C(CNS(=O)(=O)c2ccc(F)cc2)N2CCCC2)cc1 (stereo unspecified)	29%	?	-6%[59 µM]	-3	?	3%	10%	2%	-8%
38	CC(C)OC(=O)CSc1nc(N)c(C#N)c(-c2cccs2)c1C#N	8%	-14%	?	-4	.	0%	31%	16%	12%
39	O=CN1CCN(C(=O)CC(c2ccccc2)c2cc(Br)ccc2O)CC1 (stereo unspecified)	19%	-11%	.	2	-8%	31%[activator]	21%	-10%	4%
40	Cc1ccc2nc(NC(=O)CN(C)S(=O)(=O)c3ccc(Br)s3)sc2c1	6%	-23%	-5%[12.7 µM]	8	-23%	0%	19%	1%	14%
41	Cc1cccnc1NC(=O)c1ccccc1NC(=O)C(C)(C)C	0%	0%	-1%[59 µM]	0	-3%	18%	19%	-5%	-3%
42	CCOc1ccc(NC(=O)Cn2c(=O)n(CC3CCC(C(=O)NCCc4ccccc4)CC3)c(=O)c3ccccc32)cc1 (stereo unspecified)	-1%	-21%	5%[59 µM]	1	1%	-8%	4%	0%	-8%
43	C=COCCNC(=S)N1CCOCCOCCN(C(=S)NCCOC=C)CCOCC1	-2%	-5%	15%[12.7 µM]	-3	0%	328%[activator]	37%	-1%	27%
44	CC(=O)Nc1c(C(=O)NCc2ccccc2)nnn1Cc1ccccc1	-4%	5%	24%[2.33 µM]	2	-5%	-18%	28%	1%	-33%
45	Cc1ccc(Cn2nc(C)c(C(=O)NCC(c3cccs3)N3CCOCC3)c2Cl)cc1 (stereo unspecified)	-12%	-11%	3%[59 µM]	-3	-5%	-14%	40%[activator]	0%	-24%
46	Cc1ccnc(NC(=O)COC(=O)c2ccc(F)cc2F)n1	-24%	-18%	-1%	-4	-31%	-1%	31%	-11%	-1%
47	Cc1c(-c2cccc(NC(=O)Nc3ccc(Cl)cc3)c2)nc2ncccn12	4%	9%	?	-5	-2%	0%	9%[57 µM]	-1%	?
48	COc1ccc(-c2cc(C(=O)Nc3cc(C)nn3-c3ccccc3)no2)cc1OC	5%&2%	-18%[11.4 µM]	-4%&-2%[59 µM]	-1&-3	0%	0%&-21%	-5%&27%	-6%&4%	40%[11.4 µM]
49	O=C(COC(=O)c1cc([N+](=O)[O-])ccc1N1CCOCC1)Nc1ccc(Cl)cn1	-2%	?	-15%	0	-33%	101%[activator]	-9%	3%	-1%
50	CCOc1ccc(NS(=O)(=O)c2ccc(OCC)c3ncccc23)cc1	8%	-11%	6%	1	-7%	8%	6%	-7%	27%
51	Oc1ccc(Cc2ccccc2)c2cccnc12	?	79µM*	.	-17	.	?	34%[activator]	-4%	-2%
